# Screening results deposited in PubChem by several laboratories.
# LYP phosphatase: PTPN22 lymphoid phosphatase activity blockers – biochemical, fluorescence intensity, uHTS (AID 1779); recombinant LYP phosphatase, fluorescence intensity; higher % means a stronger effect; inhibition, % at 11.5 µM, or IC50 in µM where a hit was titrated; 0.054% of 290,000 active;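 further: plate controls were vehicle with enzyme for no effect and no enzyme for full effect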
# Siah-1 displacement: Siah-1 peptide-binding antagonists, primary screen, biochemical, fluorescence polarization, rhodamine-plectin, uHTS (AID 1817); Siah-1 / rhodamine-plectin peptide fluorescence polarization; higher % means a stronger effect; 0.02% of 290,000 active; displacement, % at 20 µM, or IC50 in µM where a hit was titrated;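 active means displacement of at least 50% at 20 µM, with a fluorescence ratio check between 0.3 and a set limit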;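 further: plate controls were Siah plus tracer with DMSO for no effect and tracer alone without Siah for full effect; strong numbers were not always called active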
# HEK293 NOD2/NF-kB: inhibition of NOD2-driven NF-kB reporter – cell-based, luminescence, uHTS, HEK293 (AID 1566); 0.63% of 290,000 active; HEK293 NOD2/NF-kB luciferase reporter, luminescence; higher % means a stronger effect; inhibition, % at 4 µM, or EC50 in µM where a hit was titrated; further: many of its hits are not listed in these tables
# XIAP displacement: XIAP antagonists, biochemical, IAP family, fluorescence polarization (AID 1018); XIAP BIR domain, fluorescence polarization peptide displacement; higher % means a stronger effect; displacement, % at 20 µM, or IC50 in µM where a hit was titrated; 0.007% of 200,000 active; in the data active means displacement above about 50%; further: a part of the inactive calls stands beside numbers as strong as those of hits
# Dengue-2 NS5 capping: flavivirus cap methylation enzyme inhibition – biochemical, confirmation dose response, primary screen (AID 588689); Dengue-2 NS5 methyltransferase capping enzyme assay, biochemical; higher % means a stronger effect; inhibition, % at 25 µM; hits with a dose series show IC50 in µM; 0.3% of 340,000 active; in the data active means a potency from the dose series; inconclusive means inhibition above about 29% without an active follow-up result
# AID2073: inhibitors of Mint1-CaV2.2 protein interaction, biochemical, HTRF (AID 2073) | inhibition, % at 20 µM; hits with a dose series show IC50 in µM | HTRF protein-protein interaction, Mint1-CaV2.2; higher % means a stronger effect | 0.19% of 290,000 active; in the data active means inhibition mostly above about 51%, no sharp cut-off; inconclusive means no clear call, values can overlap the other calls; inactive means mostly below about 53%; further: some results filed as inactive read as strong as hits
# Myeloid diff MLP: compounds promoting myeloid differentiation. AID 624256. ER-HoxA9 myeloid progenitors, lysozyme-GFP differentiation, flow cytometry. 1% of 360,000 active. calls only at 10 µM;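 active means normalized GFP-positive differentiation at or above the plate's own cutoff, the solvent-only control mean plus 3 SD; inconclusive means no clear call, values can overlap the other calls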;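 further: cells exposed to compound for four days before flow analysis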
# HIV fusion peptide: cell-free HIV fusion peptide-binding blockers – biochemical, uHTS, fluorescence dequenching, primary screen (AID 1986); cell-free peptide binding, fluorescence dequenching, 30 min; higher % means a stronger effect; one-dose inhibition, % at 20 µM; IC50 in µM for titrated hits; 0.3% of 290,000 active; in the data active means inhibition mostly above about 52%, no sharp cut-off; inactive means mostly below about 76%; further: some results filed as inactive read as strong as hits
# Hep lipid drop: hepatic lipid droplet formation modulation; AML12 mouse hepatocytes, oleate lipid droplets, BODIPY imaging; inhibition, % at 6.5 µM; AID 1656; 0.4% of 240,000 active;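 active means lipid droplet intensity inhibited by at least 50%, with more than 500 cells counted; inconclusive means wells with under 300 cells, treated as cytotoxic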
#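 Test system: AML12 mouse liver cells; schedule: overnight exposure; technique: high-content imaging of BODIPY-stained droplets and DAPI nuclei; read-out: % inhibition of corrected integrated BODIPY droplet signal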
# Hep lipid drop cells 6.5 µM: recorded beside Hep lipid drop, whose call it bears; cell count; measured here: cell count, cytotoxicity flag;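 cells counted across two imaged fields per well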
# Dengue-2 NS5 capping pilot replicate: further read-out of Dengue-2 NS5 capping, marked with its call; inhibition, %; measured here: pilot screen replicate inhibition
# Myeloid diff MLP GFP+ MAC1+ %: second read-out of Myeloid diff MLP, no call of its own (marks repeat the call); GFP+ MAC1+ double positive, %; measured here: differentiation confirmed by MAC1 staining
# The depositor's hits bear a star; i = inactive; ? = inconclusive; . = no result given. Unless noted, no stated cut-off is given here; in the data, active means inhibition above about 50%; inactive means the rest. These rows are one share of the data; the hit share may differ from the screen's.
SMILES,LYP phosphatase,Siah-1 displacement,HEK293 NOD2/NF-kB,XIAP displacement,Dengue-2 NS5 capping,AID2073,Myeloid diff MLP,Myeloid diff MLP GFP+ MAC1+ %,HIV fusion peptide,Hep lipid drop,Hep lipid drop cells 6.5 µM,others
Cc1ccc(C(=O)COC(=O)C2CC(=O)N(c3nc(-c4ccccc4)cs3)C2)cc1 (centres undefined),-3%,1%,-2%,-11%,-8%,2%,i,0.9,-0.6%,.,.,
Cn1c(-c2ccco2)n[nH]c1=S,-7%,-1%,14%,-4.5%,-8%,?,i,0.2,-1.4%,31,722,
O=C(CN1CCN(C(=O)c2ccco2)CC1)Nc1ccc2c(c1)OCCO2,-6%,-3%,3%,-3.5%,1%,2%,i,1.1,-0.6%,.,.,
CC(C)c1ccc(NC(=O)CNCC(c2ccccc2)N(C)C)cc1 (centres undefined),-4%,4%,2%,.,-5%,-3%,i,0.2,0.4%,-3,771,
Cc1cccc(Nc2c(-c3ccc(N4CCOCC4)cc3)nc3ncccn23)c1,0%,-8%,16%,-3.6%,-6%,12%,i,1.0,-2.3%,-13,749,
COC(=O)Nc1ccc(S(=O)(=O)NCCCCCC(=O)O)cc1,-6%,-1%,-5%,-6.8%,2%,0%,i,0.0,0.9%,5,750,
COc1ccc(C)cc1NC(=O)COC(=O)c1c(C)noc1C,-4%,-3%,10%,-0.9%,4%,2%,i,1.2,0.2%,10,791,
CCOc1ccc(S(=O)(=O)Nc2cc(OC)c(OC)cc2C(=O)O)cc1,-10%,7%,10%,-1.0%,-3%,5%,i,1.7,1.3%,-3,775,
CCOC(=O)C1CCN(Cc2cccc(Oc3ccccc3)c2)CC1,-5%,4%,-2%,.,-10%,8%,i,0.3,-1.6%,-3,799,
COc1ccccc1C(=O)N(NC(=O)Oc1ccccc1)C(C)(C)C,-5%,-1%,-16%,-1.4%,-5%,-3%,i,0.3,-0.3%,-1,630,
Cc1cc(C)nc(N2CCN(S(=O)(=O)c3ccc(F)cc3)CC2)n1,-5%,-2%,19%,.,0%,12%,i,0.8,0.6%,6,802,
CC(C)Cc1ccc(C(C)C(=O)OCC(=O)c2c[nH]c3ccccc23)cc1 (centres undefined),10%,-2%,17%,2.7%,-4%,2%,i,5.1,0.2%,5,783,
C=CCn1c2ccccc2c2nnc(SCN3C(=O)c4ccccc4C3=O)nc21,-4%,-1%,10%,-13%,-1%,4%,i,0.7,-2.1%,.,.,
CCOc1ccc2ccccc2c1/C=N/NC(=O)CNC(=O)Cc1ccccc1,-6%,-4%,11%,-3.0%,-4%,3%,i,0.7,-2.8%,-6,710,
O=c1c2ccccc2ncn1C1CCCCC1,2%,-2%,-14%,-2.3%,0%,2%,i,8.7,1.1%,-9,714,
COc1cccc(-n2nnnc2SCC(=O)NCc2ccco2)c1,-5%,-1%,5%,-6.9%,-7%,-8%,i,0.8,0.1%,-2,619,
COCCn1cnc2c1c(=O)n(CC(=O)OCC#N)c(=O)n2Cc1ccccc1,-6%,-4%,10%,-1.8%,-1%,1%,i,0.4,-0.2%,4,669,
CCN1C(=O)N(C)C(N(O)C(=O)NC)C1(C)C (centres undefined),-4%,2%,6%,-3.2%,0%,-6%,i,0.9,1.0%,.,.,
CN(C)c1nc(Cl)cc(N2CCOCC2)n1,-2%,2%,6%,-2.4%,-6%,3%,i,0.4,-1.6%,10,701,Dengue-2 NS5 capping pilot replicate=-2.4
CC(C)C12CN3CC(C(C)C)(CN(C1)C3(C)C)C2=O,-13%,-2%,0%,-7.4%,-5%,-16%,i,0.1,-2.6%,-12,743,
O=c1cnnc(NCc2ccccc2)[nH]1,-2%,-3%,-10%,-2.2%,-2%,-19%,i,1.2,-2.1%,2,757,
O=C(Nc1nccs1)c1cncc(Br)c1,-2%,14%,-26%,-7.6%,-10%,0%,i,0.6,-0.5%,9,688,
COc1ccc(N=C2C(=Nc3ccc(OC)cc3)N(c3ccc(OC)cc3)C(=S)N2c2ccccc2)cc1,4%,2%,-30%,-8.7%,-3%,-10%,i,2.8,-3.6%,41,785,
CN(NC(=O)c1ccccc1)c1ncc(C(F)(F)F)cc1Cl,-11%,2%,1%,.,.,-14%,i,0.4,-1.8%,18,755,
Cc1cc(C)cc(NC(=O)C2CCCN(c3nc(C)cc(C)n3)C2)c1 (centres undefined),-10%,-6%,11%,-4.6%,-1%,4%,i,1.9,20%,.,.,
COc1cccc(C2c3[nH]c4ccccc4c3C[C@H]3C(=O)N(c4ccccc4C(=O)NCCCN4CCOCC4)C(=O)N23)c1 (some centres undefined),-5%,0%,11%,.,-5%,9%,i,2.2,3.7%,-2,801,
COCCNCCCCOc1ccc(Br)cc1C,-1%,-4%,-16%,-7.2%,1%,-2%,i,1.4,2.2%,-27,584,
CCCOc1ccc(CCCN=C(N)N)cc1Cl,-10%,-4%,4%,.,.,12%,i,1.6,-0.6%,-10,743,
CCNC(=O)C(=O)NCCc1ccc(Cl)cc1,-9%,5%,2%,0.0%,2%,-15%,i,6.9,-0.4%,.,.,
CCCCOc1ccc(S(N)(=O)=O)cc1,2%,4%,-2%,1.6%,3%,0%,i,0.5,-0.7%,-2,719,
COc1ccc(OC)c(C(=O)c2coc3ccc(O)c(CN(C)C)c23)c1,-1%,2%,-4%,.,2%,4%,i,0.6,-0.5%,-4,825,
CC(C)CC(c1nnnn1Cc1ccc(F)cc1)N1CCC(C(N)=O)CC1 (centres undefined),2%,1%,10%,-2.7%,-9%,-4%,i,0.5,-0.1%,2,722,
Nn1c(SCC(=O)Nc2ccc3c(c2)OCO3)nnc1-c1ccccc1,-4%,-3%,-16%,0.2%,2%,-4%,i,1.4,-1.1%,12,798,
CCOC(=O)c1ccc(NC(=O)N2CCN(CCc3ccccc3)CC2)cc1,6%,4%,1%,-8.1%,-5%,-1%,i,7.8,0.1%,-3,750,
CS(=O)(=O)/C(C#N)=C\c1cnc(S(=O)(=O)c2ccccc2)s1,-11%,0%,-18%,.,.,-106%,.,.,-1.1%,.,.,
O=C1CC(/C=C/c2cccnc2)=Nc2ccccc2N1,-4%,2%,-28%,-9.5%,-5%,-8%,i,0.9,-2.4%,4,691,

# Part of the list above in order of length of the SMILES, smallest number first.
SMILES,LYP phosphatase,Siah-1 displacement,HEK293 NOD2/NF-kB,XIAP displacement,Dengue-2 NS5 capping,AID2073,Myeloid diff MLP,Myeloid diff MLP GFP+ MAC1+ %,HIV fusion peptide,Hep lipid drop,Hep lipid drop cells 6.5 µM,others
CCCCOc1ccc(S(N)(=O)=O)cc1,2%,4%,-2%,1.6%,3%,0%,i,0.5,-0.7%,-2,719,
Cc1cc(C)cc(NC(=O)C2CCCN(c3nc(C)cc(C)n3)C2)c1 (centres undefined),-10%,-6%,11%,-4.6%,-1%,4%,i,1.9,20%,.,.,
COc1ccc(OC)c(C(=O)c2coc3ccc(O)c(CN(C)C)c23)c1,-1%,2%,-4%,.,2%,4%,i,0.6,-0.5%,-4,825,
CS(=O)(=O)/C(C#N)=C\c1cnc(S(=O)(=O)c2ccccc2)s1,-11%,0%,-18%,.,.,-106%,.,.,-1.1%,.,.,

# Carrying on:
SMILES,LYP phosphatase,Siah-1 displacement,HEK293 NOD2/NF-kB,XIAP displacement,Dengue-2 NS5 capping,AID2073,Myeloid diff MLP,Myeloid diff MLP GFP+ MAC1+ %,HIV fusion peptide,Hep lipid drop,Hep lipid drop cells 6.5 µM,others
CCc1ccc(N2C(=O)Cc3c2nc(N)c(C#N)c3N)cc1,-9%,2%,-14%,1.0%,13%,-10%,i,5.9,4.8%,4,749,
Cc1ccc(-c2nc3ncccn3c2Nc2ccc3c(c2)OCCO3)cc1,-4%,-2%,-16%,-8.7%,-7%,12%,i,0.5,20%,-5,770,
CCCC1=C(C(=O)OCC)C(c2ccco2)n2ncnc2N1 (centres undefined),4%,-2%,-4%,.,4%,7%,i,0.5,1.7%,-5,710,
O=C(Nc1ncc(Cl)cc1Cl)c1c(F)cccc1Cl,-2%,12%,9%,-10%,-2%,-11%,i,0.9,1.5%,14,719,
CCOC(=O)C1(Cc2cccc(Cl)c2)CCCN(C(=O)CCC(=O)N(C)C)C1 (centres undefined),-8%,17%,-33%,-2.7%,-4%,-4%,i,0.2,1.2%,17,729,
CC(NC(=O)C(=O)N1CCCCC1)C(c1cccs1)N1CCN(c2ccccc2)CC1 (centres undefined),-12%,1%,-1%,.,5%,-13%,i,0.0,-0.4%,-29,743,
CC(C)OC(=O)c1sc2nc3c(cc2c1N)C(=O)CCC3,-2%,-2%,-37%,-5.0%,-10%,-39%,i,0.9,-2.3%,2,779,
COc1ccc(/C=N/NC(=O)c2cc(C)oc2C)cc1OC,-1%,3%,25%,.,2%,3%,i,0.5,-1.0%,24,726,
C[C@H](N)c1nnc(SCc2ccc(Cl)cc2Cl)o1,-6%,-2%,6%,-3.7%,-5%,0%,i,0.7,-1.5%,.,.,Dengue-2 NS5 capping pilot replicate=3.0
CC(C)CCC(C(=O)O)C(C)CC(=O)NC1CCCCC1 (centres undefined),-7%,-1%,-1%,-1.4%,5%,-7%,i,6.9,2.2%,12,731,
CCN(Cc1ccccc1)S(=O)(=O)c1cc(C(=O)OC)n(C)c1,-6%,-10%,1%,.,0%,9%,i,3.2,-0.8%,-1,850,
CCCOc1ccc([N+](=O)[O-])cc1C1NC(=S)NC(c2ccccc2)=C1C(=O)OCC (centres undefined),2%,3%,19%,-0.9%,-15%,-15%,.,.,-2.5%,.,.,
CCOC(=O)c1[nH]c2ccccc2c1NC(=S)Nc1ccccc1C,35%,-4%,-13%,-4.5%,-1%,7%,i,2.3,0.1%,0,692,
COC(=O)/C(=C/c1ccc(OC)cc1)NC(=O)c1ccco1,-10%,11%,24%,-2.3%,-4%,-12%,i,1.3,2.7%,-17,745,
CCOc1cc(/C=N\NC(=O)c2ccc(C)nc2)ccc1OC(=O)c1ccc(F)cc1,-8%,2%,6%,.,-8%,4%,i,0.6,0.0%,-2,825,
CC(=O)SC1CC(=O)N(c2ccc(C(C)(C)C)cc2)C1=O (centres undefined),-4%,-3%,2%,.,2%,-4%,i,0.4,0.7%,-8,823,
CC(NC(=O)CSc1nnc(-c2cccc(S(=O)(=O)N3CCCCC3)c2)o1)C12CC3CC(CC(C3)C1)C2 (centres undefined),4%,0%,19%,-4.4%,-3%,14%,i,0.6,-3.2%,-1,772,
O=C(COc1cccnc1[N+](=O)[O-])NC1CCS(=O)(=O)C1 (centres undefined),-7%,6%,3%,-7.0%,3%,-5%,i,0.6,0.9%,10,671,
O=C(NNC(=O)C1CCCCC1)c1ccncc1,-9%,1%,1%,.,-2%,-3%,i,0.7,-1.4%,.,.,
O=C(Cn1cccc1C(=O)c1ccccc1)NCc1ccc(Cl)cc1,-5%,16%,-17%,-6.2%,-7%,-4%,i,1.2,3.0%,-27,736,
